Source: PubChem BioAssay (National Center for Advancing Translational Sciences (NCATS))
KB-3-1 tox: KB-3-1 parental cell cytotoxicity | KB-3-1 viability, CellTiter-Glo ATP luminescence, 72 h | Potency, µM (top dose mostly 46.1 µM), for inactives: top-dose activity change, negative = cytotoxic, actives largely listed as cytotoxic | 400,000 compounds, 1.4% hits | AID 1347075; further: potency means the concentration at half of the fitted maximal effect; on the % scale 0 is the no-effect control and ±100 the full control effect; nearly all actives have a fitted effect of over 60% in size
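Luminescent ATP read-out (CellTiter-Glo) measures survival of drug-naive KB-3-1 cells after 72 h compound exposure at 37 °C. Titration series was screened from lowest to highest concentration, with DMSO vehicle plates as background controls.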
HT1080 IDH1KD tx: HT-1080 IDH1 knockdown cell toxicity (counter line). HT-1080 IDH1 knockdown viability, ATP luminescence, 48 h. Potency, µM (top dose mostly 46.1 µM), inactives show top-dose activity, negative = toxicity, hits mostly cytotoxic. 360,000 compounds, 2% hits;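 further: potency means the concentration at half of the fitted maximal effect; 0% = DMSO wells and -100% = cell-free medium wells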
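CellTiter-Glo luminescence after 48 h compound exposure at 37 degrees C of IDH1-knockdown HT-1080 cells in 5% FBS RPMI. %Activity scaled between DMSO wells and cell-free media wells, with curves fitted and assigned curve classes.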
IL-1B inflam inh: inhibitors of inflammasome signaling (IL-1 beta secretion); THP-1 LPS/ATP IL-1B secretion, AlphaLISA, 16 h; stronger effect = lower value; activity change, % at 57.5 µM; AID 743279; 360,000 compounds, 4.7% hits; in the data active means activity change below about -50%; inconclusive means mostly about -30% to -49%; further: on the % scale 0 is the no-effect control and ±100 the full control effect
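THP-1 cells pretreated 1 hr with compounds (up to 57.5 uM final), then stimulated with LPS (250 ng/mL final) plus ATP (1.25 mM final); secreted IL-1B measured by AlphaLISA after 16 hr, decreased signal indicating inhibition.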
SW480 rereplic: induces DNA re-replication in SW480 colon adenocarcinoma cells; SW480 DNA re-replication, Hoechst DNA content imaging, 48 h; Potency, µM (series often up to 46.1 µM), inactives show at the top dose re-replication activation, usual class: activators; 340,000 compounds, 1.8% hits; further: potency means the concentration at half of the fitted maximal effect; % of control where 0% means no effect; nearly all actives have a fitted effect of over 55% in size
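Treated cells incubate 48 hr (37 C, 5% CO2), are stained 40 min with Hoechst, and nuclear fluorescence is enumerated; a rise in nuclei with high DNA signal marks re-replication.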
D3 ag: D3 dopamine receptor (human) agonism; P35462; D3R DiscoveRx beta-arrestin cells, luminescence, 90 min; max activation, %; 410,000 compounds, 0.58% hits; AID 652048; in the data active means max activation above about 30%; further: 0% is about no effect; mostly tested at two doses, the higher about 12 µM
Target sequence (P35462 whole entry, looked up): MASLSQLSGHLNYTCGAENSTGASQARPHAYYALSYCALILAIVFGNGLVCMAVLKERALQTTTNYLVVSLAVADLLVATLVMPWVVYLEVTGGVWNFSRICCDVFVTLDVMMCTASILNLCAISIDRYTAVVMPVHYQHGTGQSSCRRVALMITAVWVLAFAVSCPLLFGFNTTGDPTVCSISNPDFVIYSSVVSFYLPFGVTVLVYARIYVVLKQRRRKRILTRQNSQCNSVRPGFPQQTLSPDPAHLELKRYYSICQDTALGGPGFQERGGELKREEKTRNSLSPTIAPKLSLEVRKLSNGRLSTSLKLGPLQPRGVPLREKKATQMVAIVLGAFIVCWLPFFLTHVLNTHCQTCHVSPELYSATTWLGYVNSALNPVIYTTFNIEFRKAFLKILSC
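Agonist mode: compounds and dopamine controls were applied to plated cells for 90 min at 37 degrees C after an overnight attachment at 1500 cells/well. Luminescent read-out followed 30 - 60 minutes at room temperature with DiscoveRx detection reagent.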
MCF10A rerep: DNA re-replication induction in MCF 10a cells; MCF 10A DNA re-replication, Hoechst nuclear intensity, 48 h; Potency, µM (highest dose often 46.1 µM), inactives show top-dose activity, positive = re-replication, actives largely listed as activators; 350,000 compounds, 2.9% hits; AID 624296; further: potency means the concentration at half of the fitted maximal effect; % of control where 0% means no effect; nearly all actives have a fitted effect of over 50% in size
HT1080NT lethal: kills 2HG-producing HT-1080-NT fibrosarcoma cells; Potency, µM (titrated, usually from 46.1 µM), inactives show at the highest dose activity, negative = less viability, hits mostly cytotoxic; 360,000 compounds, 1.6% hits; HT-1080-NT fibrosarcoma viability, CellTiter-Glo ATP luminescence, 48 h; AID 686970;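 further: NT is the 2HG producing partner of a matched IDH1 knockdown line; potency means the concentration at half of the fitted maximal effect; 0% = DMSO-treated cells and -100% = media-only wells without cells; nearly all actives have a fitted effect of over 55% in size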
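HT-1080-NT fibrosarcoma cells (2HG-overproducing), 750 cells/well in RPMI with 5% FBS, dosed after 2 h and incubated 48 h at 37C. CellTiter-Glo luminescence normalized to DMSO and no-cell wells; concentration-response curves fitted and classed.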
HEK293 tox: cytotoxicity counter-screen for GLP-1 receptor inverse agonists. HEK293 cAMP-luciferase reporter cells, luminescence, 24 h. Potency, µM (series often up to 38.3 µM), for the others: top-dose activity change, negative = inhibition, actives largely listed as inhibitors. 410,000 compounds, 0.13% hits. AID 624418;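 further: loss of luciferase light is scored as toxicity; potency means the concentration at half of the fitted maximal effect; on the % scale 0 is the no-effect control and ±100 the full control effect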
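Cells in DMEM/10% Nu serum/1% pen-strep, 1536-well format. Pre-incubated 12 h, dosed with 23 nL compound, incubated a further 24 h. Luciferase detection, 12 min at room temp, luminescence.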
KB-V1 cytotox: kills drug-selected multidrug resistant KB-V1 cells. KB-V1 MDR cells viability, CellTiter-Glo, 72 h. Potency, µM (titrated, usually from 46.1 µM), for inactives: top-dose activity change, negative = cytotoxicity, usual class: cytotoxic. 400,000 compounds, 3.4% hits; further: potency means the concentration at half of the fitted maximal effect; on the % scale 0 is the no-effect control and ±100 the full control effect; nearly all actives have a fitted effect of over 60% in size
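qHTS viability screen in drug-selected KB-V1 MDR cells: 72 h compound treatment at 37 degrees C, ATP luminescence end point.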
Numbers without * were called inactive; [ ] = remark or other dose. Unless noted, the call rests on the fitted dose curve; in most records, active means well fitted curve in the direction sought with a large enough effect; inconclusive means small, poorly fitted or top-dose-only effect, or another doubt; inactive means no such curve, though single readings can be large; an effect the other way counts as inactive or inconclusive.

A first look:
Screening CC(=O)O[C@@H]1C[C@H]2C(C)(C)C(=O)C=C[C@]2(C)[C@H]2CC[C@@]3(C)[C@H](c4ccoc4)OC(=O)[C@H]4O[C@]43[C@@]21C returned KB-3-1 tox inconclusive, HT1080 IDH1KD tx inconclusive, IL-1B inflam inh 3.6, SW480 rereplic 4.11µM*, D3 ag -11.7, MCF10A rerep inconclusive, HT1080NT lethal inconclusive, HEK293 tox -25.4% and KB-V1 cytotox inconclusive.
Screening C[C@@H](c1ccccc1)N1C[C@H](COCc2ccccc2)Oc2cc(N3CCC[C@@H]3CO)ccc2S1(=O)=O returned KB-3-1 tox -6.8%, HT1080 IDH1KD tx inconclusive, IL-1B inflam inh -12.2, D3 ag -0.7, HT1080NT lethal inconclusive, HEK293 tox -11.7% and KB-V1 cytotox -0.1%.

Results, from the first entry:
Screening CC(=O)O[C@@H]1C[C@H]2C(C)(C)C(=O)C=C[C@]2(C)[C@H]2CC[C@@]3(C)[C@H](c4ccoc4)OC(=O)[C@H]4O[C@]43[C@@]21C returned KB-3-1 tox inconclusive, HT1080 IDH1KD tx inconclusive, IL-1B inflam inh 3.6, SW480 rereplic 4.11µM*, D3 ag -11.7, MCF10A rerep inconclusive, HT1080NT lethal inconclusive, HEK293 tox -25.4% and KB-V1 cytotox inconclusive.
Screening C[C@@H](c1ccccc1)N1C[C@H](COCc2ccccc2)Oc2cc(N3CCC[C@@H]3CO)ccc2S1(=O)=O returned KB-3-1 tox -6.8%, HT1080 IDH1KD tx inconclusive, IL-1B inflam inh -12.2, D3 ag -0.7, HT1080NT lethal inconclusive, HEK293 tox -11.7% and KB-V1 cytotox -0.1%.
CCOC(=O)c1c(NC(=O)CSc2nnc(CNc3ccc(C)cc3C)o2)sc(C)c1C was read as KB-3-1 tox -17.6%, HT1080 IDH1KD tx -21.6%, IL-1B inflam inh -19.5, SW480 rereplic -1.0%[9.22 µM], D3 ag 1.4, MCF10A rerep 22.5%, HT1080NT lethal -26.7%, HEK293 tox 0.6% and KB-V1 cytotox -23.0%.
For O=C(CSc1nnc(-c2ccco2)o1)NC1CC2CCC1C2 (stereo unspecified) the results were KB-3-1 tox 0.0%, HT1080 IDH1KD tx -2.5%, IL-1B inflam inh -0.1, SW480 rereplic -1.5%, D3 ag -10.1, MCF10A rerep inconclusive, HT1080NT lethal -8.7%, HEK293 tox 6.5% and KB-V1 cytotox 0.0%.
For CSc1ccccc1OCc1cc(C(=O)N2CCN(Cc3nccn3C)CC2)no1 the results were HT1080 IDH1KD tx -9.1%, IL-1B inflam inh -13.9, SW480 rereplic 20.8%, D3 ag -11.9, MCF10A rerep 13.5%, HT1080NT lethal -10.5% and HEK293 tox 18.9%.
Screening COc1ccc(NC(=O)C(NS(=O)(=O)c2cccc3nsnc23)C(C)C)cc1OC (stereo unspecified) returned KB-3-1 tox -9.7%, D3 ag 8.2, HEK293 tox 0.3% and KB-V1 cytotox 5.3%.
Screening Cc1onc(-c2ccccc2Cl)c1C(=O)c1ccccc1 returned KB-3-1 tox -3.8%, HT1080 IDH1KD tx 10.2%, SW480 rereplic -2.4%, D3 ag 2.2, MCF10A rerep 8.9%, HT1080NT lethal 6.3%, HEK293 tox 1.7% and KB-V1 cytotox -21.9%.
For Cc1ccc(N2C(=O)c3ccc(C(=O)Nc4cccnc4)cc3C2=O)c(C)c1 the results were KB-3-1 tox 1.0%, HT1080 IDH1KD tx -7.9%, IL-1B inflam inh -3.4, SW480 rereplic 5.0%, D3 ag -4.6, MCF10A rerep -5.8%, HT1080NT lethal 2.1%, HEK293 tox -0.1% and KB-V1 cytotox -2.2%.
For N#Cc1ccc(OCC(=O)N2CCc3ccccc32)cc1 the results were HT1080 IDH1KD tx 12.4%, IL-1B inflam inh -16.8, SW480 rereplic -5.3%, D3 ag -11.0, MCF10A rerep 10.9%, HT1080NT lethal 7.9% and HEK293 tox 2.2%.
`CN(C)c1ccc(C=Cc2ccnc3c(O)cccc23)cc1` gave KB-3-1 tox 0.0%, HT1080 IDH1KD tx 5.3%, IL-1B inflam inh 64.0, D3 ag 11.6, HT1080NT lethal inconclusive, HEK293 tox 20.8% and KB-V1 cytotox inconclusive.
`COc1ccc2[nH]c(=O)c(CN(Cc3cccnc3)C(=S)NCC3CCCO3)cc2c1` (stereo unspecified) gave KB-3-1 tox 2.1%, HT1080 IDH1KD tx -5.1%, IL-1B inflam inh -9.9, SW480 rereplic -3.9%, D3 ag -3.2, MCF10A rerep 1.4%, HT1080NT lethal -8.9%, HEK293 tox 19.2% and KB-V1 cytotox -9.7%.
CCc1c(C)nc(SCC(=O)CC(=O)OC(C)C)c(C#N)c1C was read as KB-3-1 tox 4.8%, HT1080 IDH1KD tx -10.5%, IL-1B inflam inh 21.3, SW480 rereplic -4.1%, D3 ag 2.1, MCF10A rerep 7.6%, HT1080NT lethal -10.4%, HEK293 tox -4.8% and KB-V1 cytotox -3.5%.
`O=C(O)c1ccc(CNCc2cccc(Oc3ccccc3)c2)cc1` gave KB-3-1 tox 2.6%, HT1080 IDH1KD tx inconclusive, IL-1B inflam inh 7.3, SW480 rereplic -7.7%, D3 ag -0.5, MCF10A rerep 14.5%, HT1080NT lethal -0.6%, HEK293 tox -3.9% and KB-V1 cytotox -9.0%.
`Cc1cc(=O)oc2c(C)c(OCC(=O)N3CCN(C(=O)C4COc5ccccc5O4)CC3)ccc12` (stereo unspecified) gave KB-3-1 tox -13.8%, HT1080 IDH1KD tx -4.4%, IL-1B inflam inh -5.5, SW480 rereplic -4.5%, D3 ag 2.7, MCF10A rerep 1.3%, HT1080NT lethal -3.6%, HEK293 tox 4.0% and KB-V1 cytotox inconclusive.
`COCCNC(=O)CSc1nnc(-c2ccccc2F)n1Cc1ccccc1` gave KB-3-1 tox 0.0%, HT1080 IDH1KD tx -1.1%, IL-1B inflam inh -2.3, SW480 rereplic -1.2%, D3 ag -1.9, MCF10A rerep 16.9%, HT1080NT lethal -2.7%, HEK293 tox -11.5% and KB-V1 cytotox -31.8%.
`O=C1CCCCC1Nc1ccc2ccccc2c1` (stereo unspecified) gave KB-3-1 tox inconclusive, HT1080 IDH1KD tx -14.6%, IL-1B inflam inh -64.1*, SW480 rereplic inconclusive, D3 ag 7.0, MCF10A rerep inconclusive, HT1080NT lethal 0.0%, HEK293 tox 11.5% and KB-V1 cytotox inconclusive.
Screening O=C(O)c1ccc(NCc2cccnc2)c([N+](=O)[O-])c1 returned KB-3-1 tox 6.3%, HT1080 IDH1KD tx -6.3%, IL-1B inflam inh 10.8, SW480 rereplic 2.4%, D3 ag -5.5, MCF10A rerep -4.0%, HT1080NT lethal -1.0%, HEK293 tox -16.0% and KB-V1 cytotox 1.4%.
`CCC(=O)c1ccc(N2CCN(C(=O)c3cccs3)CC2)c(F)c1` gave KB-3-1 tox 17.7%, HT1080 IDH1KD tx -0.8%, IL-1B inflam inh 6.5, SW480 rereplic inconclusive, D3 ag 1.5, MCF10A rerep 6.51µM*, HT1080NT lethal -1.4%, HEK293 tox 14.7% and KB-V1 cytotox -25.8%.
For Cc1nc2ccc(C(=O)NC(C)(C)C)cn2c1N(C)C(=O)CCc1ccccc1 the results were KB-3-1 tox 0.0%, HT1080 IDH1KD tx 10.7%, IL-1B inflam inh -5.2, D3 ag 3.4, HT1080NT lethal 28.5%, HEK293 tox -2.4% and KB-V1 cytotox -0.4%.
`COc1ccc(C(=O)NCc2ccc3c(c2)CCN3C(=O)c2cccc(C)c2)cc1OC` gave KB-3-1 tox -0.5%, D3 ag 2.7, HEK293 tox 12.4% and KB-V1 cytotox -1.1%.
`CCOc1cccc(-c2nnc3sc(-c4cc(OC)c(OC)c(OC)c4)nn23)c1` gave KB-3-1 tox inconclusive, HT1080 IDH1KD tx -1.7%, IL-1B inflam inh 32.5, SW480 rereplic inconclusive, D3 ag 2.7, MCF10A rerep inconclusive, HT1080NT lethal -2.2%, HEK293 tox -5.9% and KB-V1 cytotox 8.2µM*.
`O=C(CSc1n[nH]c(-c2ccco2)n1)Nc1ccc(F)cc1` gave KB-3-1 tox -8.9%, HT1080 IDH1KD tx -23.2%, IL-1B inflam inh 2.4, SW480 rereplic inconclusive, D3 ag 2.0, MCF10A rerep -7.2%, HT1080NT lethal -12.7%, HEK293 tox 10.2% and KB-V1 cytotox 1.1%.
Screening Cc1ccc(C(=O)/C=C/c2ccc3c(c2)OCO3)o1 returned KB-3-1 tox 5.3%, HT1080 IDH1KD tx inconclusive, IL-1B inflam inh -50.4*, SW480 rereplic 27.3%, D3 ag -12.3, MCF10A rerep inconclusive, HT1080NT lethal inconclusive, HEK293 tox 17.8% and KB-V1 cytotox -39.3%.
Screening CC1CCN(C(=O)CC(NC(=O)c2ccccc2Cl)c2ccccc2)CC1 (stereo unspecified) returned KB-3-1 tox -0.2%, HT1080 IDH1KD tx 16.0%, IL-1B inflam inh inactive, SW480 rereplic inconclusive, D3 ag 0.5, MCF10A rerep -8.1%, HT1080NT lethal 1.3%, HEK293 tox -14.3% and KB-V1 cytotox inconclusive.
Screening O=C(C1CC1)N(CCN(Cc1ccccc1)C(=O)C1CC1)Cc1ccccc1 returned KB-3-1 tox -4.9%, HT1080 IDH1KD tx -5.0%, IL-1B inflam inh -20.2, SW480 rereplic -16.0%, D3 ag -6.8, MCF10A rerep 11.4%[9.22 µM], HT1080NT lethal -1.5%, HEK293 tox -17.6% and KB-V1 cytotox -5.4%.
`CC(C)Oc1cccc(C(=O)Nc2nnc([C@H]3C[C@H](O)[C@@H](CO)O3)s2)c1` gave KB-3-1 tox 0.0%, HT1080 IDH1KD tx 14.3%, IL-1B inflam inh 5.4, D3 ag -0.6, HT1080NT lethal 9.2%, HEK293 tox -8.2% and KB-V1 cytotox 4.1%.
